EPAC2 ag: EPAC2 (human) agonism; Q8WZA2; Potency, µM (highest dose often 154 µM), for the others: at the top dose activation, most hits filed as activators; hit rate 0.079% among 360,000; EPAC2 activation, biochemical qHTS; response scale: 100% = 6.5 mM cAMP response; AID 720711; note: potency is the fitted concentration of half-maximal effect; nearly all actives have a fitted effect of over 50% in size
Target sequence (Q8WZA2 whole entry, looked up): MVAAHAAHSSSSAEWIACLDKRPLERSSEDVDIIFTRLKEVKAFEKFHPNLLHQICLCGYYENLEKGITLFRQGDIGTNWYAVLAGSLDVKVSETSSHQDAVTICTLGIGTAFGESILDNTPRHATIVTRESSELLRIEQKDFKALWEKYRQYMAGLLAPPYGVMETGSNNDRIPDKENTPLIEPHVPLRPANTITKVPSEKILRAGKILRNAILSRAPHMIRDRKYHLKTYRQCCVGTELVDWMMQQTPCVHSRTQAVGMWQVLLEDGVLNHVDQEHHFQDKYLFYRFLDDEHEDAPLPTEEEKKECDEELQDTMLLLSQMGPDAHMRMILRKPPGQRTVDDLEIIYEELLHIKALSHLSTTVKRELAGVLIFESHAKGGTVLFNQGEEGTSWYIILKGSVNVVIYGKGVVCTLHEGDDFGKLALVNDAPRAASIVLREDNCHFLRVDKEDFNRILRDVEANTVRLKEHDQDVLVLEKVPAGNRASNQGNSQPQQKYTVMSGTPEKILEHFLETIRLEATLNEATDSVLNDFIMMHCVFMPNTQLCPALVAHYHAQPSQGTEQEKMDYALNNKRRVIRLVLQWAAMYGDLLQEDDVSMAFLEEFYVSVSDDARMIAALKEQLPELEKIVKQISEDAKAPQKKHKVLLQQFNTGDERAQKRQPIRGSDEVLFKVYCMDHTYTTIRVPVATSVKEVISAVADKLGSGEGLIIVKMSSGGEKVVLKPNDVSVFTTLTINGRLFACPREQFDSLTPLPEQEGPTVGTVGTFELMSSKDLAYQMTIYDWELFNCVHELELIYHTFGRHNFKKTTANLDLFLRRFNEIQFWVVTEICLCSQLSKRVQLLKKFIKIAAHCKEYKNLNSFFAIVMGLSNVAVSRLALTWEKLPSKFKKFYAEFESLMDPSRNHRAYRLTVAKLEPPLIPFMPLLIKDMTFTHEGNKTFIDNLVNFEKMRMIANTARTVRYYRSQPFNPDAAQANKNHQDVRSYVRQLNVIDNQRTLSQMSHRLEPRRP
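In this primary screen, activation is scored as increased exchange of BODIPY-GDP from Rap1B by 100 nM EPAC2, with 50 uM GDP as competitor. Signal is normalized to the 6.5 mM cAMP agonist control.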
Abeta yeast res: compounds reversing amyloid beta toxicity in yeast; hit rate 0.063% among 410,000; Potency, µM (top dose mostly 46.1 µM), for inactives: at the top dose growth rescue, actives largely listed as activators; AID 1347071; yeast expressing A-beta42, growth rescue, OD600, 48 h; response scale: 0% DMSO, 100% iron-clioquinol control; note: potency is the fitted concentration of half-maximal effect; nearly all actives have a fitted effect of over 55% in size
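Yeast growth medium received pinned compounds, then yeast cells expressing toxic A-beta were added; plates incubated at 30 C for 48 hr. Growth read as absorbance at 600 nm, normalized to DMSO and equimolar FeCl3 plus clioquinol controls.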
D3 ag: D3 dopamine receptor (human) agonism. P35462. hit rate 0.58% among 410,000. D3R DiscoveRx beta-arrestin cells, luminescence, 90 min. max activation, %; in the data active = max activation above about 30%; note: 0% is about no effect; mostly tested at two doses, the higher about 12 µM
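Agonist-mode cell screen: cells plated at 1500/well and incubated overnight at 37 °C, then exposed to library compounds for 90 min at 37 °C. Detection reagent was added for 30–60 min at room temperature, and luminescence was read.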
EPAC2 antag: blocks human EPAC2 exchange factor | EPAC2 GEF exchange of Rap1B-BODIPY-GDP, fluorescence | hit rate 0.18% among 360,000 | Potency, µM (highest dose often 114 µM), for the others: top-dose activity, negative = inhibition, hits mostly inhibitors; note: potency is the fitted concentration of half-maximal effect; % is set by controls: 0 for no effect and ±100 for the full control effect; nearly all actives have a fitted effect of over 45% in size; many of its hits are not listed in these tables
FUS yeast rescue: suppressors of FUS proteinopathy in yeast; AID 1347120; Potency, µM (titrated, usually from 76.6 µM), inactives show at the top dose growth rescue (activation), most hits filed as activators; S. cerevisiae FUS-expressing, growth rescue, OD600, 24 h; hit rate 0.24% among 390,000;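 note: potency is the fitted concentration of half-maximal effect; plate controls were DMSO vehicle for no effect and reference control for full effect; nearly all actives have a fitted effect of over 55% in size; some results filed as inactive show a strong effect at the top dose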
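FUS-expressing yeast, raffinose-pregrown, induced in 2% galactose minimal medium at OD 0.005; compounds in a dilution series, 24hr at 30C. Growth restoration read as absorbance at 600 nm. CP55940 positive control, DMSO negative.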
D3 antag: antagonists of human D3 dopamine receptor. D3R cells, DiscoveRx beta-arrestin luminescence, antagonist mode; stronger effect = lower value. max response, negative = inhibition, %. hit rate 2.5% among 360,000. AID 652054; in the data active = max response below about -50%; inconclusive = no clear call, values can overlap the other calls; note: % is set by controls: 0 for no effect and ±100 for the full control effect; mostly tested at two doses, the higher about 12 µM
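Cells plated overnight at 1500 cells/well, then exposed to library compounds with dopamine controls for 90 minutes at 37 degrees C. DiscoveRx reagent added for 30–60 minutes at room temperature; luminescence read, quantitative HTS format.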
TDP-43 yeast inh: rescues yeast growth from TDP-43 toxicity; Potency, µM (series often up to 46.1 µM), for the others: top-dose growth rescue (activation), hits mostly activators; hit rate 1.8% among 410,000; TDP-43 expressing yeast growth rescue, BacTiter-Glo, 24 h; note: potency is the fitted concentration of half-maximal effect; % of control where 0% means no effect; nearly all actives have a fitted effect of over 50% in size
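Yeast expressing TDP-43 (pregrown in raffinose, seeded at OD600=0.02 in galactose medium) exposed to compounds 24 hr at 30 deg C. Growth read by BacTiter-Glo luminescence; rescue of toxicity appears as increased signal.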
aSyn yeast inh: alpha-synuclein toxicity inhibition in yeast; Yeast expressing alpha-synuclein, growth rescue, BacTiter-Glo, 24 h; Potency, µM (top dose mostly 46.1 µM), for the others: at the highest dose growth rescue (activation), usual class: activators; hit rate 0.14% among 370,000; AID 652106; note: potency is the fitted concentration of half-maximal effect; % of control where 0% means no effect; nearly all actives have a fitted effect of over 65% in size
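Galactose-induced alpha-syn yeast (OD600=0.02, raffinose-pregrown) + pinned cpd, 24 hr, 30 deg C; growth by BacTiter-Glo luminescence. Growth restoration scores as activation.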
* hit, by the source's call; ? = inconclusive; · = no result given; [ ] = remark or other dose. Unless noted, calls come from the whole dose curve; as a rule, active = well fitted curve in the direction sought with a large enough effect; inconclusive = small, poorly fitted or top-dose-only effect, or another doubt; inactive = no such curve, though single readings can be large; an effect the other way counts as inactive or inconclusive. Only part of the results is shown; count on the stated rates, not on these rows.

entry	compound	EPAC2 ag	Abeta yeast res	D3 ag	EPAC2 antag	FUS yeast rescue	D3 antag	TDP-43 yeast inh	aSyn yeast inh
1	Cn1nc(C(=O)NCc2ccc(F)cc2)c2c1-c1ccccc1SC2	·	5%	-2	·	12%	·	18µM*	·
2	CCc1nn2c(=O)cc(COC(=O)c3ccccc3NC(=O)C3CCCCC3)nc2s1	·	-6%	-3	·	-10%	·	13%	·
3	Cc1ccccc1CS(=O)(=O)CCC(=O)NCc1ccccn1	3%	1%	7	13%	4%	0	-7%	-3%
4	C=CCn1c(SCC(=O)O)nnc1-c1cccs1	-2%	10%	1	3%	-4%	11	6%	·
5	Cc1ccc(CNC(=O)C2CCN(S(=O)(=O)N3CC(C)CC(C)C3)CC2)cc1 (stereo unspecified)	2%	4%	-1	-7%	20%	-19	-1%	-14%
6	N/C(=N\NC(=O)c1ccc(Cl)cc1)c1cnccn1	1%	0%	-7	1%	20%	-17	-14%	4%
7	CCn1c(=O)n(CC(=O)N2CC(C)CC(C)C2)c(=O)c2ccccc21 (stereo unspecified)	1%	10%	-7	7%	14%	17	-12%	7%
8	COCc1nnc(NC(=O)c2ccc(S(=O)(=O)N3CCOCC3)cc2)o1	-2%	6%	-5	6%	24%	-20	-2%	-7%
9	CCCc1cc(=O)oc2c(C)c(OCC(=O)Nc3cccnc3)ccc12	4%	8%	0	7%	-6%	7	-2%	-3%
10	CSc1ccc(S(=O)(=O)Nc2c(C)cccc2C)cc1	-9%	11%	-9	-1%	-12%	-166*	-5%	9%
11	CCOC(=O)c1oc2ccccc2c1NC(=O)C1CCCCC1	6%	-9%	-15	20%	-6%	-17	-30%	-4%
12	CCOc1ccc(C)cc1S(=O)(=O)Nc1cccnc1	0%	0%	2	10%	·	0	0%	-1%
13	COc1ccc(CNC(=O)c2cc3c(-c4ccc(Cl)cc4)nn(C)c3s2)cc1	·	15%	-15	·	2%	·	1%	·
14	COc1cc(/C=N/NC(=O)c2sc3nc(C)cc(C)c3c2N)ccc1O	3%	-9%	14	-1%	-11%	39	3%	-10%
15	O=C(c1csc(Nc2ccccc2Cl)n1)N1CCCC1	-1%	-14%	6	1%	·	16	0%	-4%
16	N#Cc1nc(Cc2cccc3ccccc23)oc1N1CCC(C(N)=O)CC1	11%	6%	0	-27%[57.1 µM]	-2%	0	2%	3%
17	Cc1cccc(NC(=O)c2c(C)nn(-c3ccccc3)c2Cl)c1	19%	-13%	-2	-3%	13%	-5	?	-8%
18	Cc1csc(=O)n1CCC(=O)OCC(=O)c1c(N)n(C)c(=O)n(C)c1=O	-10%	6%	6	4%	3%	-12	8%	-2%
19	CCNC(=O)N1c2ccc(OC)cc2C(C)=CC1(C)C	11%	-14%	-3	-1%	7%	-24	13µM*	-10%
20	O=C(NC(=S)Nc1cc(C(F)(F)F)ccc1N1CCOCC1)c1ccc(-c2cccc(Cl)c2)o1	-1%	-12%	2	2%	·	19	12%	13%
21	O=C(Nc1nc(-c2ccco2)c(-c2ccco2)s1)c1c(F)cccc1Cl	10%	-41%[inhibitor]	-3	-4%	?	-3	22%	0%
22	O=C(Nc1nccs1)c1cn2ccccc2n1	9%	·	-18	7%	2%	-10	-19%	-20%
23	Cc1cccc(C(=O)Nc2scc(-c3ccc(Br)cc3)c2C(=O)O)c1	7%	8%	9	-3%	-30%	3	3%	-1%
24	O=C1C2CCCCC2C(=O)N1c1cccc(OS(=O)(=O)c2ccccc2)c1 (stereo unspecified)	-3%	6%	2	6%	7%	10	22%	5%
25	CCOC(=O)C1C(=O)C=C(c2cccc(NS(C)(=O)=O)c2)CC1c1ccco1 (stereo unspecified)	4%	0%	1	-2%	26%	-2	4%	-4%
26	O=C(Nc1ccccn1)c1cc(-c2cccc(Cl)c2)nc2ccccc12	4%	-5%	12	-13%	3%	33	?	-11%
27	COc1cccc(/C=N/n2cnc3cc(C)c(C)cc32)c1OC	-8%	-29%	7	6%	0%	13	-1%	-5%
28	CCc1ccccc1NC(=O)CNC(=O)c1ccc(OCc2cn3ccccc3n2)cc1	5%	-3%	-12	15%	38%	-12	-34%[inhibitor]	-2%
29	COc1ccc(CC(=O)N2CCc3ccccc32)cc1	11%	22%	-2	2%	8%	9	?	8%
30	CCC(=O)OCC(=O)Nc1ccc(OC)cc1[N+](=O)[O-]	7%	6%	1	0%	-9%	5	-10%	-8%
31	CC/C(=N\NC(=O)c1ccncc1)C12CC3CC(CC(C3)C1)C2	6%	25%	2	24%	16%	13	-6%	6%
32	COc1ccc(-c2nc3n(c2C)Cc2ccccc2-3)cc1	0%	18%	-5	-8%	5%	-9	14%	9%
33	CNC(=O)c1sccc1Oc1ccc(F)cc1[N+](=O)[O-]	6%	-3%	-2	3%	-4%	13	8%	1%
34	Cc1ccc(Cl)cc1Nc1nn2c(=O)c3ccc(C(=O)N4CCCC(C)C4)cc3nc2s1 (stereo unspecified)	·	-3%	11	·	23%	·	2%	·
35	O=C1CCCN1CCCn1cnc2c([nH]c3ccc(F)cc32)c1=O	12%	-5%	5	2%	5%	-16	0%	3%
36	CCN(C(=O)CSc1nnc(NCc2ccccc2)s1)C1CCS(=O)(=O)C1 (stereo unspecified)	1%	-5%	2	5%	-9%	20	-5%	-2%
37	Cc1cccc(OCC(=O)OCc2cc(=O)n3nc(C4CC4)sc3n2)c1	·	-24%	0	·	11%	·	-13%	·
38	COc1ccc(CC(=O)OCC(=O)NC(=O)NC23CC4CC(CC(C4)C2)C3)cc1	7%	?	0	-11%	23%	15	23%	13%
39	O=C(NCC(O)c1nc2ccccc2[nH]1)c1ccc(Br)cc1 (stereo unspecified)	3%	-14%	6	15%	-22%	-4	13%	-7%
40	CCCCNC(=O)C1(C)CCCCN1C(=O)c1csnn1 (stereo unspecified)	10%	26%	-5	10%	-20%	-19	29%	-4%
41	Cc1cnnn1-c1cccc([N+](=O)[O-])c1	1%	-16%	-4	5%	-20%	12	7%	-4%
42	CCCCn1c(SCCN2CCCCC2)nc2c1c(=O)n(C)c(=O)n2C	-2%	-3%	-8	9%	-6%	25	13%	0%
43	CC(C)CC(=O)NNC(=O)C(C)C	2%	-3%	-8	2%	4%	24	4%	7%
44	Cc1ccc(-c2nnc3ccc(SCC(=O)N4CCCc5ccccc54)nn23)cc1	3%	-17%	2	3%	-7%	22	4%	-10%
45	COc1ccc(COC(=O)N/N=C(\C)CC(=O)Nc2ccc(Cl)cc2)cc1	0%	22%	1	-2%	·	39	24%	9%
46	O=C(O)c1ccc(F)c(S(=O)(=O)Nc2ccccc2Cl)c1	-5%	-5%	4	9%	4%	-8	-27%	5%
47	O=C(CCn1nc(-c2ccccc2)c2ccccc2c1=O)NN1CCOCC1	2%	-7%	1	0%	2%	-2	-8%	0%
48	CCCOc1ccc(S(=O)(=O)N2CCOCC2)cc1[N+](=O)[O-]	3%	17%	-7	-2%	0%	7	15%[9.22 µM]	11%
49	CC(=O)C(=Nc1ccccc1Cl)NNc1ccc(Cl)cc1	8%	-47%[inhibitor]	-1	-3%	17%	-2	13%	2%
50	Cc1nc(Nc2nc3ccccc3o2)nc(C)c1C(=O)Nc1ccc(F)cc1	8%	-7%	1	6%	-12%	2	9%	-7%
51	COc1ccc(CCN(Cc2ccccn2)C(=S)Nc2ccccc2Cl)cc1OC	4%	23%	-9	2%	5%	-1	29%	4%
52	O=C(CS(=O)(=O)c1cn(Cc2ccc(Cl)cc2)c2ccccc12)N1CCOCC1	4%	-1%	3	10%	2%	-4	0%	8%
53	N#C/C(=C/c1cccn1-c1cccc(C(=O)O)c1)c1ccc(Cl)cc1	-2%	9%	3	40µM*	-6%	8	?	-3%
54	C/C(=N\OC(=O)c1cccc(C)c1)c1sc(-c2ccccc2)nc1C	17%	10%	-4	-12%	14%	1	-6%	1%
55	COc1ccc(N2CCN(C(=O)c3oc4c(c3C)C(=O)CCC4)CC2)cc1	-2%	-1%	9	9%	2%	17	-16%	-1%
56	O=C(O)COc1ccccc1/C=N/NC(=O)Cc1csc(Nc2cccc(C(F)(F)F)c2)n1	-2%	-12%	18	-5%	31%	-6	-9%	-6%
57	COC(=O)c1ccc(OCC(O)CN2CCOCC2)cc1 (stereo unspecified)	1%	3%	-3	1%	-28%	-3	4%	-4%
58	CC(=O)Nc1ccc(NC(=O)C(C)OC(=O)CCCN2C(=O)c3cccc4cccc(c34)C2=O)cc1 (stereo unspecified)	7%	1%	0	-1%	·	-9	8%	4%
59	CCC(=O)c1cn(CC(=O)Nc2cccc(C)c2C)c2ccccc12	7%	14%	3	-9%	-1%	-4	17%	-1%
60	CCOC(=O)c1c(NC(=O)c2cc(-c3cccc(OC)c3)on2)sc2c1CCCC2	·	-26%	5	·	-5%	·	9%	·
61	COc1ccc(N2CCN(C(=O)COc3ncnc4ccccc34)CC2)cc1	6%	11%	7	0%	-10%	-2	-1%	9%
62	O=C(Cc1ccccc1[N+](=O)[O-])NCc1ccccc1Cl	5%	17%	-14	0%	13%	16	-2%	-18%
63	O=C1OC(C(=O)Nc2cccc(Br)c2)Cc2ccccc21 (stereo unspecified)	·	-11%	-4	·	-4%	·	6%	·

Screening data: PubChem BioAssay, National Center for Advancing Translational Sciences (NCATS)
